# Bioassay records from PubChem.
# OX1R antag-1: antagonists of human orexin 1 receptor (OX1R). Orexin/Hypocretin receptor type 1 (Homo sapiens), O43613. AID 485270, 2010. inhibition, % at 6.6 µM. OX1R-expressing cells, FRET antagonist read-out. 330,000 tested, 1.8% active; in the data active means inhibition mostly above about 38%, no sharp cut-off; inactive means mostly below about 40%;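 further: 0% = agonist challenge alone and 100% = reference antagonist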
# Target sequence (O43613 whole entry, looked up): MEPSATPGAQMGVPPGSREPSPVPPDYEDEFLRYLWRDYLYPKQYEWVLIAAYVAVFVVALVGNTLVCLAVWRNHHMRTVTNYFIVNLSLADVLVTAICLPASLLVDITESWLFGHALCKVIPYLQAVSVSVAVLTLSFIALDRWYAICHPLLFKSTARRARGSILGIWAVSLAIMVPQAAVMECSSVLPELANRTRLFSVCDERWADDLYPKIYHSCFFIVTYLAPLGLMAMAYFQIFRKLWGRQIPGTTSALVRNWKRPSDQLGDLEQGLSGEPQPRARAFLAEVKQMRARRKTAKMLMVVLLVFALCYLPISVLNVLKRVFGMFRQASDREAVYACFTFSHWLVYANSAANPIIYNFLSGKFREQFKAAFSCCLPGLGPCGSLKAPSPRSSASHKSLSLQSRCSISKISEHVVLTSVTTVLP
# OX1R antag-2: OX1R (HCRTR1) antagonists, primary screen, fluorescence, CHO/OX1R cells, Fluo-8 calcium, orexin A; Orexin/Hypocretin receptor type 1 (Homo sapiens), O43613; Fluo-8 calcium fluorescence; inhibition, % at 5 µM; 330,000 tested, 0.43% active; AID 434989, 2010;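 active means inhibition above its plate's threshold, mean inhibition of all tested compounds on the plate plus 3 SD, cut at about 37% in these data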;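 further: 0% = orexin A challenge wells and 100% = SB-334867-A antagonist wells; not every result past the cut was called active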
# * marks the source's active call; other numbers are inactive results. An unsorted share of the library. About 2.1% of those tested had a hit in this group.
# Sample of the layout:
OX1R antag-1	OX1R antag-2	smiles
9	-12	C=CCOc1ccc(CNC(C)(C)CO)cc1OC
-2	-15	Clc1ccc(-c2nnc(COc3ncnc4ccccc34)o2)cc1
39	-20	CC1S/C(=N/N=C/c2cccc([N+](=O)[O-])c2)NC1=O (centres undefined)
9	-1	Cc1cc(=O)oc2cc3c(cc12)OCO3

# The list itself, repeating the preview:
OX1R antag-1	OX1R antag-2	smiles
9	-12	C=CCOc1ccc(CNC(C)(C)CO)cc1OC
-2	-15	Clc1ccc(-c2nnc(COc3ncnc4ccccc34)o2)cc1
39	-20	CC1S/C(=N/N=C/c2cccc([N+](=O)[O-])c2)NC1=O (centres undefined)
9	-1	Cc1cc(=O)oc2cc3c(cc12)OCO3
9	-19	COc1ccc(CCNC(=O)C2CCN(S(=O)(=O)c3cccc4cccnc34)CC2)cc1OC
10	-15	Cc1cccc(N2CCN(C(=O)C3CCCN(S(=O)(=O)c4cnc[nH]4)C3)CC2C)c1 (centres undefined)
8	-13	CCSc1nc(O)cc(=O)n1CC
3	-17	Cc1ccc(NC(=O)c2cc(S(=O)(=O)N3CCOCC3)cn2C)cc1Cl
6	-12	CC(=O)NCN1CCN(CNC(C)=O)CC1
32	-15	COc1ccc(CNS(=O)(=O)c2ccc(-c3ccc(=O)[nH]n3)s2)cc1OC
-1	-1	CC12CCC(C(=O)NCc3ccco3)(OC1=O)C2(C)C (centres undefined)
11	15	Fc1ccc(CNC(=S)NCc2cccc(Cl)c2)cc1
3	-2	Cc1cc(CNC(=O)COC(=O)C2CC3CCCC(C2)C3=O)cc(C)c1O (centres undefined)
13	-13	CCN(Cc1ccccc1)C(=O)COC(=O)c1cc(=O)[nH]c2ccccc12
21	-35	Cc1ccc(C)c(S(=O)(=O)N2CCN(c3ncccn3)CC2)c1
4	-16	N#Cc1cc(-c2ccc(Cl)cc2)cnc1Sc1ccc(F)cc1
11	-15	O=c1o[nH]c(-c2ccccc2)c1N=Nc1c(F)cccc1Cl
14	6	O=C(NCc1ccc2c(c1)OCO2)C1CCN(S(=O)(=O)c2cccc3nsnc23)CC1
17	-15	COc1ccccc1N(C)S(=O)(=O)c1ccc(Cl)c(C(=O)N2CCC(C(N)=O)CC2)c1
33	-17	CC(OC(=O)Cc1c[nH]c2ccccc12)C(=O)Nc1ccccc1[N+](=O)[O-] (centres undefined)
7	-14	CCN(CC(=O)Nc1ccc2c(c1)OCCO2)C(=O)CCOc1ccccc1
6	-6	Cc1ccc(NC(=O)Cn2c(O)c(N=NS(=O)(=O)c3ccc(C)cc3)c3ccccc32)cc1
27	-9	CC(=O)Nc1ccc(S(=O)(=O)N2CCC(C(=O)c3ccc(F)cc3)CC2)cc1
30	-25	Cc1cccc(N2CCN(CC(=O)Nc3nccs3)CC2)c1C
10	-39	COc1ccccc1NC(C)C(=O)N/N=C/c1ccccc1OCc1cccc(Br)c1 (centres undefined)

# Next section; the last two above are carried over.
OX1R antag-1	OX1R antag-2	smiles
30	-25	Cc1cccc(N2CCN(CC(=O)Nc3nccs3)CC2)c1C
10	-39	COc1ccccc1NC(C)C(=O)N/N=C/c1ccccc1OCc1cccc(Br)c1 (centres undefined)
-2	18	CCCCNS(=O)(=O)c1ccc(NC(=O)C2c3ccccc3Oc3ccccc32)cc1
1	-4	CC(NC(=O)c1cccc(S(=O)(=O)N(C)c2ccccc2)c1)c1cccnc1 (centres undefined)
10	-22	COc1ccc(CSc2ncnc3sccc23)cc1F
13	-7	CC(C)C(NS(=O)(=O)c1cc(C(=O)O)ccc1Cl)C(=O)O (centres undefined)
3	-28	Cc1ccc(S(=O)(=O)c2c(N)n(/N=C/c3ccco3)c3nc4ccccc4nc23)cc1
25	-26	Cc1ccc(Cl)cc1NC(=O)CN1CCN(S(=O)(=O)N2CCC(C)CC2)CC1
15	0	COc1ccc(NCc2nc3ccccc3n2CCOc2ccc(C)cc2)cc1
40	-1	CC1CCCN(c2ccc(C(=O)Nc3cccnc3)cc2[N+](=O)[O-])C1 (centres undefined)
12	-28	CC1CCC2C(=O)N(c3cccc(C(=O)Nc4ccc(F)cc4)c3)C(=O)C2C1 (centres undefined)
13	-7	COc1cccc(-c2nnc(SCC(=O)Nc3ccc(S(N)(=O)=O)cc3)n2C)c1
25	-7	Cn1c(SCc2ccc([N+](=O)[O-])cc2)nnc1-c1ccncc1
13	-31	CC1CCCCN1C(=O)c1cc(-c2ccc(Cl)c(Cl)c2)on1 (centres undefined)
11	-14	CC(=O)c1cccc(NC(=O)c2ccccc2N(Cc2ccccc2)S(C)(=O)=O)c1
-5	-19	COc1cc(CN2CCN(C3CCC3)CC2CCO)cc(OC)c1 (centres undefined)
18	-5	O=C(Nc1ccccc1F)c1ccc2ncsc2c1
4	-18	O=C(CC12CC3CC(CC(C3)C1)C2)NCCN1CCOCC1
13	-16	COC(=O)N1N=C(c2ccc(Br)cc2)CC1(O)C(F)(F)F (centres undefined)
11	-26	COc1ccc(C(=O)NCC(c2cccnc2)N2CCN(c3ccccc3OC)CC2)cc1OC (centres undefined)
6	-12	CCn1cc(C(=O)O)c(=O)c2cc(F)c(N3CCN(C(=S)NC(=O)c4ccccc4Br)CC3)cc21
7	-21	CCOC(=O)C1=C(N)N2C(=O)C(C)SC2=C(C(=O)OC)C1c1cccc(OC)c1 (centres undefined)
27	-21	CC(=O)OCCN(C)c1cc(SC(C)C)c2nonc2c1[N+](=O)[O-]
23	-13	Cc1cc(N2C(=O)CCC2=O)n(-c2ccccc2)n1
3	8	O=C(CCc1ccccc1)Oc1ccccc1[N+](=O)[O-]
40	-4	CC(NC(=O)C1CCCN1S(=O)(=O)c1cccc2nsnc12)c1ccccc1 (centres undefined)
10	-20	Cc1ccc(N2C(=O)C3C=NNC3C2=O)cc1 (centres undefined)

# Ordered by count of non-hydrogen atoms (largest number first): some entries from above
OX1R antag-1	OX1R antag-2	smiles
11	-26	COc1ccc(C(=O)NCC(c2cccnc2)N2CCN(c3ccccc3OC)CC2)cc1OC (centres undefined)
40	-1	CC1CCCN(c2ccc(C(=O)Nc3cccnc3)cc2[N+](=O)[O-])C1 (centres undefined)
4	-18	O=C(CC12CC3CC(CC(C3)C1)C2)NCCN1CCOCC1
10	-22	COc1ccc(CSc2ncnc3sccc23)cc1F
10	-20	Cc1ccc(N2C(=O)C3C=NNC3C2=O)cc1 (centres undefined)

# Going on with the list:
OX1R antag-1	OX1R antag-2	smiles
8	-14	CCOc1cc(N2CCOCC2)c(OCC)cc1NC(=O)CN1CCN(Cc2ccc3c(c2)OCO3)CC1
2	1	CC(=O)Nc1ccc(NC(=O)c2ccc(Cn3cc(Cl)cn3)cc2)cc1
13	-2	O=S(=O)(NCCc1csc(-c2ccccc2)n1)c1cccnc1
4	-19	COc1cc(-c2noc(C)c2C(=O)NCCc2ccccc2)cc(OC)c1OC
19	-12	CCOC(=O)c1nnn(-c2nn3nnnc3c3ccccc23)c1C
16	-5	CC(C)NC(=O)c1ccc2c(=O)n(Cc3ccco3)c(=S)[nH]c2c1
12	-5	COc1ccc(CC(=O)NNS(=O)(=O)c2ccc(F)cc2)cc1OC
12	0	CCOc1cc(S(=O)(=O)NC2CCCCC2)ccc1F
5	-4	CS(=O)(=O)c1ccc2nc(NC(=O)c3ccc(NS(=O)(=O)c4ccc(F)c(F)c4)cc3)sc2c1
4	-21	O=C(O)CCC(=O)NCc1cn(-c2ccccc2)nc1-c1cccc(Br)c1
13	-24	CCc1nc2sccc2c(=O)n1N
30	10	O=C(O)c1ccc(NC(=O)c2cn(-c3ccccc3)nc2-c2cccc(Cl)c2)cc1
17	-25	Cc1ccc(-c2cc(C(=O)NCCCn3ccnc3)c3ccccc3n2)s1
3	-16	COc1ccc(-c2ccc(SCC(=O)NCc3ccco3)nn2)cc1OC
38	-12	CC(C)(C)N/N=C/c1cc(Cl)cc([N+](=O)[O-])c1O
10	-39	COc1ccccc1N1CCN(C2CCCN(C(=O)c3cccc(-c4ccco4)c3)C2)CC1 (centres undefined)
29	-9	CCSc1nnc2c(n1)OC(C)(C)Nc1ccccc1-2
22	4	Cc1cccc(N2CCN(C(=O)c3cccc(N4C(=O)C5C6C=CC(C6)C5C4=O)c3)CC2C)c1 (centres undefined)
13	-15	Fc1ccc(N2CCN(Cc3c[nH]c4ccccc34)CC2)cc1
7	0	O=C(Nc1ccc(Cl)cc1)C1(S(=O)(=O)c2ccccc2)CC1
4	-6	O=C(Nc1cccc(C(=O)Nc2ccc(Br)cc2)c1)c1ccccc1
34	-3	Cc1csc(N/N=C/c2ccc(O)c([N+](=O)[O-])c2)n1
20	-13	Fc1cccc(CCN2C(=S)NC[C@@H]2Cc2ccccc2)c1
48	6	O=S(=O)(Nc1ccc(Cl)cn1)c1cnc(Cl)c(Br)c1
17	-10	CC(C)c1cc(CN2CCN(C3CCCC3)C(CCO)C2)[nH]n1 (centres undefined)
14	-17	C=CCN1CCc2c(cc(O)c(O)c2Br)[C@@H](c2ccccc2)C1
20	-13	O=C(CS(=O)(=O)Cc1ccccc1)NCC1CCCO1 (centres undefined)
3	-21	O=C(Cn1nc(Br)nc1Br)c1ccccc1
14	-14	O=C(CN1CCCCC1)Nc1cccc(Br)c1
15	-14	COc1cccc(CNC(=O)c2ccc3c(c2)S(=O)(=O)N=C2CCCCCN23)c1
18	-2	COc1ccc(C(=O)Nc2ccccc2C(=O)O)cc1Cl
12	-15	N#C/C(=C\c1ccc(F)cc1)c1n[nH]c(Cn2cncn2)n1
14	-18	O=C(CSc1nnc(Cn2cnc3ccccc32)o1)Nc1cccc2ccccc12
4	-5	O=C(NCCCN=C1NS(=O)(=O)c2ccccc21)c1ccc(S(=O)(=O)N2CCCCC2)cc1
20	-16	Cc1nc(NC(=O)CSc2nnc(-c3ccncc3)n2C)sc1C
24	-30	CCN(CC)C(=O)C1CCCN(c2ccc([N+](=O)[O-])cc2)C1 (centres undefined)
14	6	S=c1[nH]nc(COc2ccccc2)n1/N=C/c1ccccn1
18	-23	Cc1onc(-c2ccccc2)c1C(=O)Nc1ccc2c(c1)OCCO2
3	-24	CCSc1nnc(NC(=O)C2CC(=O)N(Cc3ccccc3)C2)s1 (centres undefined)
11	0	Cc1ccc(C(=O)Nc2cccc(C(=O)NCc3ccccc3)c2)o1
23	-40	O=C(CC(c1ccccc1)c1ccccc1)Nc1ccc(Cl)cn1
18	-8	O=C(c1ccc([N+](=O)[O-])cc1)N1CCN=C1SCc1ccccc1
11	-30	O=C(CCCn1c(SCc2cccc(F)c2)nc2ccccc2c1=O)NCC1CCCO1 (centres undefined)
3	0	C=CCn1c(C)cc(C(=O)COC(=O)/C=C/c2ccc(OC)cc2)c1C
8	-18	COc1ccc(N2C(=O)/C(=C\c3ccco3)N=C2SCC(=O)NC(C)(C)C)cc1Cl
1	3	COc1ccc(OCc2nnc(SCC(=O)NC3CC3)n2C)cc1
4	-14	O=C(Cc1c(O)c2ccccc2[nH]c1=O)NC1CCCCCC1
-1	-12	CN1OC(COC(=O)c2ccc(Cl)cc2)CC1c1ccccc1 (centres undefined)
10	-14	CCN(C[C@H]1N[C@@](Cc2ccccc2)(C(=O)OC)[C@H]2C(=O)N(Cc3ccccc3)C(=O)[C@@H]12)C(=O)COc1ccccc1
9	-8	O=C(NCC1OCCc2ccccc21)c1ccc(NC(=O)c2ccc(Cl)cc2Cl)cc1 (centres undefined)

# Copied from the list:
# CC1S/C(=N/N=C/c2cccc([N+](=O)[O-])c2)NC1=O (centres undefined) in OX1R antag-2: -20
# O=C(Nc1ccccc1F)c1ccc2ncsc2c1 in OX1R antag-2: -5
# Cc1cccc(N2CCN(CC(=O)Nc3nccs3)CC2)c1C in OX1R antag-2: -25

# Following part:
OX1R antag-1	OX1R antag-2	smiles
13	-29	O=C(Nc1cccnc1)c1cccc(S(=O)(=O)N2CCc3ccccc32)c1
-7	-5	COC(=O)C1CN(C(=O)COc2ccccc2)c2ccccc2O1 (centres undefined)
12	-17	O=C(c1ccco1)N1CCN=C1SCc1ccc(F)cc1
13	7	Cn1cccc1/C=C1\SC(=S)N(NC(=O)c2ccccc2O)C1=O
8	0	OC1OC[C@@H](O)[C@H](O)[C@H]1O (some centres undefined)
5	-14	Cc1ccc(C)c(NC(=O)CSc2nnc(-c3ccncc3)n2N)c1
14	-3	Cn1c(=O)c2c(ncn2CCc2ccccc2)n(C)c1=O
27	-2	CC1CCc2c(C(=O)Nc3cccc(-c4nn[nH]n4)c3)csc2C1 (centres undefined)
16	-21	Cc1ccc(COCCN2CCN(S(=O)(=O)c3ccc(C)cc3)CCC2=O)cc1
-15	-19	O=C(O)C1CCN(S(=O)(=O)Cc2ccccc2)CC1
15	10	O=C(Nc1ccc(NC(=O)c2cccs2)cc1)c1ccc(Br)o1
12	-19	COc1ccc(NC(=O)COC(=O)CNS(=O)(=O)c2ccccc2)cc1OC
-4	-9	Cc1cc(C(=O)NNC(=O)c2cccs2)c(C)o1
17	1	O=C(O)c1ccc(NC(=O)c2cccs2)cc1
4	-9	O=C(Nc1ccccc1)c1cc(S(=O)(=O)N2CCOCC2)cs1
14	-35	Cc1ccc(SCc2noc(-c3c(C)noc3C)n2)cc1
10	-6	Cc1cccc(NC(=O)COC(=O)Cc2cccs2)c1C
11	-10	CN(/N=C/c1ccc(Cl)cc1)c1ncc(Cl)cc1C(F)(F)F
5	-10	COc1ccc(OCCSc2ncn[nH]2)cc1
3	-19	CCn1c(SCC(=O)N2CCN(c3ccccc3)CC2)nnc1-c1cc2cc(Cl)ccc2o1
4	-16	CC(C(=O)Nc1ccc2c(c1)OCCO2)n1nnc(-c2ccccc2)n1 (centres undefined)
63	13	O=C(/C=C/c1ccco1)Nc1ccc(Oc2ccccc2)cc1
32	2	COc1ccc(CCNC(=O)COc2ccc(S(=O)(=O)N3CCCC3)cc2)cc1
4	-12	Cc1cccc(C)c1NC(=O)COC(=O)c1ccccc1[N+](=O)[O-]
